HTR5A inv ag = counter-screen for OPRM1-OPRD1 inverse agonists: human HTR5A inverse agonism; P47898; HTR5A cell line, luminescence; inhibition, % at 9.3 µM; actives 0.083% (n = 340,000); AID 504634; in the data active = inhibition mostly above about 23%, no sharp cut-off; inactive = mostly below about 18%;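 note: 0% = cells with DMSO and 100% = no-cell wells with DMSO; some compounds called inactive have numbers as strong as hits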
Target sequence (P47898 whole entry, looked up): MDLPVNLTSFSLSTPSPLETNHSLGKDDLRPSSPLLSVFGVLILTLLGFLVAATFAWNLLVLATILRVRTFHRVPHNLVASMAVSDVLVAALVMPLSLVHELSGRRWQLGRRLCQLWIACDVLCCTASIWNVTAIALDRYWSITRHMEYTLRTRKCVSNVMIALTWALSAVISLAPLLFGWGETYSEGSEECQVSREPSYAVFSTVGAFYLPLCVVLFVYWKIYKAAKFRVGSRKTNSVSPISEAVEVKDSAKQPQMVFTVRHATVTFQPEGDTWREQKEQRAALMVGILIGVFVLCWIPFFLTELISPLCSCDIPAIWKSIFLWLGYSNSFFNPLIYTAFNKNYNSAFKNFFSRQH
PKA-R1A activ = activators of PKA-R1A complex; activation, % at 11.4 µM; P00514+P68181; AID 504707; actives 0.083% (n = 340,000); PKA-R1A dissociation, Cy5-IP20 fluorescence polarization; scaled: DMSO 0%, 113 µM cGMP 100%;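 active = percent activation above the mean of all tested compounds plus 3 SD, cut at about 19% in these data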;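 note: higher means more PKAc released from R1A so a rise in polarization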
E coli growth = reduces bacterial viability in AddAB counter-screen | E. coli V3065 growth, OD600 absorbance, 18 h | inhibition, % at 11.9 µM | actives 0.27% (n = 330,000) | AID 449728;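 active = inhibition above the campaign's mean inhibition across all tested compounds plus 3 SD, cut at about 9.9% in these data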;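 note: uninfected addAB+ strain grown without phage in ampicillin broth; 0% = DMSO wells and 100% = ciprofloxacin 0.95 µg/ml wells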
OPRM1-OPRD1 ag = agonists of human mu-delta opioid receptor heterodimerization | cells, OPRM1-OPRD1 heterodimerization, luminescence | actives 0.3% (n = 340,000) | activation, % at 9.3 µM | P35372+P41143; in the data active = activation above about 18%;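 note: 0% = vehicle-treated cells and 100% = reference agonist; values of inactives mirror those of a sister screen read the other way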
PfHsp90 yeast 2 = growth inhibition of yeast expressing Plasmodium Hsp90. AID 504621. actives 0.32% (n = 310,000). S. cerevisiae expressing PfHsp90, BacTiter-Glo ATP, 48 h; yeast lacking PDR1 and PDR3 efflux regulators. inhibition, % at 9.4 µM;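 active = every replicate shows inhibition above about 80%, whatever the replicate mean, limit read from the data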;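 note: 0% = DMSO neutral controls and 100% = 20 µM radicicol positive controls; yeast relying on Plasmodium falciparum Hsp90 in place of its own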
Mot1-301 SUMO = blocks SUMOylation pathway, rescuing yeast Mot1-301 growth | S. cerevisiae Mot1-301 growth rescue, ATP luminescence, 38.5C; percent above DMSO median, 100 means doubled | growth rescue, % at 18.8 µM | actives 1% (n = 320,000) | AID 2716;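 active = every valid replicate shows activation above 250% relative to neutral control wells; inactive = the rest, any valid replicate at or below 250%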;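 note: OY570 slx delta 5 strain wells were the positive control but not used for scaling; some compounds called inactive have numbers as strong as hits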
phage Ecoli inh = E. coli growth loss with phage present; growth absorbance; inhibition, % at 11.9 µM; actives 0.26% (n = 360,000); in the data active = inhibition above about 11%
PKA-R2B activ = PKA-R2B complex activation; actives 0.079% (n = 340,000); activation, % at 11.4 µM; AID 504700; PKA-R2B holoenzyme dissociation, Cy5-IP20 fluorescence polarization; R2B truncated from residue 108, S112A mutant; 0% DMSO only, 100% 113 µM cGMP; P22694+P31323;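 active = activation above a cutoff set at the mean over all compounds plus 3 SD, cut at about 18% in these data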;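 note: higher means more holoenzyme dissociation and a rise in polarization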
Target sequence (P31323 whole entry, looked up, other chains not shown, the tested form may be a part): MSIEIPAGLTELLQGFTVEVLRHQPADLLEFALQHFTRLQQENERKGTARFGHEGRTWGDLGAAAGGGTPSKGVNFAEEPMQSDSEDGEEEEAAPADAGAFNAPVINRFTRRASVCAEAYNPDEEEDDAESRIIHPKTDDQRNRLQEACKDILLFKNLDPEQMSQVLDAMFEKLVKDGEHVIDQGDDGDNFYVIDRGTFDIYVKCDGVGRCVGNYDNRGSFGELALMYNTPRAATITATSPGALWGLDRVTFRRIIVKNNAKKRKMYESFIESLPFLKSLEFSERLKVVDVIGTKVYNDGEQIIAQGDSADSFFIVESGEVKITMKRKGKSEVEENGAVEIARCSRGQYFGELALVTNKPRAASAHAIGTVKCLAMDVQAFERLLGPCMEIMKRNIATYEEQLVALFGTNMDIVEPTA
Tat transport = blocks Tat-dependent protein export in E. coli; E. coli MC4100 TorA-mCherry Tat export, fluorescence; inhibition, % at 10 µM; actives 0.036% (n = 340,000); AID 488895;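 active = mean replicate inhibition at least 50% and at least half of replicates individually reaching 50%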;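 note: exported cargo escapes ClpAP degradation while cytoplasmic cargo is degraded and loses fluorescence; 0% = median of neutral control wells and 100% = median of NaSCN control wells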
AddAB inh = less growth of phage-infected E. coli with AddAB; AID 435030; inhibition, % at 11.9 µM; actives 0.29% (n = 330,000); E. coli expressing H. pylori AddAB, absorbance growth; in the data active = inhibition above about 12%;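 note: 0% = vehicle wells of infected cells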
OPRM1-OPRD1 inv = inverse agonists of human mu-delta opioid receptor heterodimerization. actives 0.21% (n = 340,000). inhibition, % at 9.3 µM. cell-based MOR-DOR heterodimer luminescence, inverse agonism. P35372+P41143. AID 504357; in the data active = inhibition above about 22%, passing the limit was not always enough;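 note: 0% = cells with DMSO and 100% = wells without cells with DMSO; values of inactives mirror those of a sister screen read the other way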
Numbers without * were called inactive; . = not tested or not shown.

#	canonical_smiles	HTR5A inv ag	phage Ecoli inh	PfHsp90 yeast 2	Mot1-301 SUMO	Tat transport	PKA-R1A activ	OPRM1-OPRD1 inv	E coli growth	PKA-R2B activ	OPRM1-OPRD1 ag	AddAB inh
1	CCOC(=O)N1CCN(c2c(NCCc3ccc(C)cc3)c(=O)c2=O)CC1	15	3.6	-20	12	5	0	7	0.0	-12	-1.4	1.2
2	CC(=O)N(CCS(=O)(=O)c1ccc(Cl)cc1)Cc1cccs1	-9	-1.5	-24	-10	-1	-1	13	-0.6	-1	-2.7	0.7
3	CN(Cc1ccccc1)C(=O)COc1ccc(C(C)(C)C)cc1	-26	1.8	8	0	2	5	-45	-3.2	2	9.0	-2.4
4	O=C(Nc1cccc(S(=O)(=O)N2CCOCC2)c1)c1cnn2c(C(F)F)cc(-c3ccccc3)nc12	-21	0.9	18	0	-1	5	12	1.0	-3	-2.2	2.4
5	Cc1oc2ccc(O)cc2c1C(=O)OC(C)C	26	1.2	-9	-24	-3	-6	-31	-0.4	-7	5.6	1.3
6	COC(=O)c1sc(NC(=O)CSc2nnc(Cn3nnc4ccccc43)n2C)nc1C	4	0.6	-16	-2	1	-15	-6	1.8	-9	1.2	3.0
7	Cc1ccc(C(=O)NCc2ccc3c(c2)OCO3)o1	4	5.5	-3	1	-8	-5	-1	4.3	0	0.1	3.6
8	COc1ccccc1CC(=O)Nc1ccc(-c2noc(COc3cccc(C)c3C)n2)cc1	8	0.9	-6	-12	-5	-10	2	2.5	-16	-0.3	2.6
9	O=C(NCc1cn2ccsc2n1)Nc1cccc(Cl)c1	-24	4.6	-1	1	-1	-13	20	3.9	2	-4.1	1.4
10	CC(C)(Cl)C1Cc2cc3ccc(=O)oc3cc2O1 (stereo unspecified)	7	2.8	-5	0	-9	-5	5	0.1	-5	-0.9	2.4
11	CCOc1ccc(S(=O)(=O)NCC2CCCO2)c2ccccc12 (stereo unspecified)	-21	0.5	4	-9	6	-17	15	-2.7	-6	-3.0	-0.7
12	COc1ccc(C(NC(=O)c2cccc(F)c2)c2ccccc2)cc1 (stereo unspecified)	-8	1.5	1	-5	11	6	-2	3.2	-2	0.3	3.5

Continued.
#	canonical_smiles	HTR5A inv ag	phage Ecoli inh	PfHsp90 yeast 2	Mot1-301 SUMO	Tat transport	PKA-R1A activ	OPRM1-OPRD1 inv	E coli growth	PKA-R2B activ	OPRM1-OPRD1 ag	AddAB inh
13	O=C(O)CSCC(=O)N1N=C2/C(=C/c3ccccc3)CCCC2C1c1ccccc1 (stereo unspecified)	-11	2.5	-5	3	18	-3	-13	0.3	-7	1.6	2.0
14	O=C(CSc1nc2ccccc2c(=O)[nH]1)Nc1cccc([N+](=O)[O-])c1	-26	3.8	-4	-4	-8	-2	25	-2.0	7	-4.9	2.3
15	CN(C(=O)COC(=O)c1ccc(S(=O)(=O)N2CCOCC2)cc1)c1ccccc1	-12	4.1	-16	-28	-1	4	6	1.2	4	-1.2	-0.2
16	O=C(O)CC(NC(=O)Cc1ccccc1)c1ccccc1 (stereo unspecified)	2	-3.5	-4	39	1	4	12	2.5	-2	-2.6	1.6
17	CCn1c(Cc2cccs2)nnc1SCC(=O)NC(C)(C)C	-1	3.2	11	6	-3	-13	12	1.0	-9	-2.3	1.9
18	CCOC(=O)N1CCN(S(=O)(=O)c2ccc(C(=O)N(CCN(C)C)c3nc4c(C)cccc4s3)cc2)CC1	13	0.9	-6	-8	-3	-7	8	3.5	1	-1.5	5.7
19	O=C(COC(=O)C1(c2ccccc2)CC1)N1CCN(c2ccc(F)cc2)CC1	14	4.0	3	339	7	0	11	1.2	1	-2.0	-5.0
20	CCN(CC)S(=O)(=O)c1ccc(OC)c(NC(=O)CSCc2c(C)noc2C)c1	-12	-0.4	6	-5	0	-3	12	-1.1	-1	-2.5	0.0
21	O=C(NCc1ccncc1)c1ccc(Oc2ccccc2)cc1	-8	4.0	-9	-11	17	5	1	0.8	-4	-0.3	-1.0
22	CCOC(=O)c1ccc(-n2nc(C)cc2C)cc1	1	2.0	24	2	24	-8	13	-2.5	-1	-2.6	-0.1
23	COc1cc(/C=C(/C#N)C(=O)Nc2ccccc2)ccc1OCc1ccc(C(=O)O)cc1	-1	1.5	.	1	-1	-1	-7	-1.2	-2	1.0	1.8
24	Cn1c(=O)c2[nH]c(Cc3cccc(O)c3)nc2n(C)c1=O	9	2.5	-64	.	-4	-11	3	.	-12	-0.6	.

More records.
#	canonical_smiles	HTR5A inv ag	phage Ecoli inh	PfHsp90 yeast 2	Mot1-301 SUMO	Tat transport	PKA-R1A activ	OPRM1-OPRD1 inv	E coli growth	PKA-R2B activ	OPRM1-OPRD1 ag	AddAB inh
25	CC(C)c1nc2cc(C(=O)N3CCNC(=O)C3c3ccc(F)cc3)ccc2o1 (stereo unspecified)	-25	-1.7	-13	-9	-2	-19	7	-0.8	3	-1.3	1.4
26	C#Cc1cccc(NC(=O)C2CCN(C(C)=O)CC2)c1	-4	3.0	-5	-8	10	-4	2	-1.4	5	-0.5	0.3
27	CCOC(=O)C1=C(COC(=O)CCS(=O)(=O)c2ccc(C)cc2)NC(=O)NC1C (stereo unspecified)	-11	2.2	-10	.	-6	0	-15	.	9	2.3	.
28	COc1cccc(C(=O)NC(=S)Nc2ccc([N+](=O)[O-])cc2C)c1	10	5.4	-18	25	-14	-3	11	-1.2	-3	-2.1	4.5
29	O=C(NCc1cccs1)C1CCN(c2nc3ccccc3o2)CC1	-59	0.2	.	-8	3	-19	-6	-1.2	-4	1.1	-0.5
30	CC(NC(=O)COc1ccc(S(=O)(=O)N2CCOCC2)cc1)c1ccccc1 (stereo unspecified)	-1	1.4	-11	10	2	-3	15	-1.2	3	-3.7	1.9
31	COC1CCN(C(=O)c2ccc3oc(Cc4ccc(Cl)cc4)nc3c2)CC1	-10	4.0	12	-7	-7	-1	12	2.0	0	-2.3	4.0
32	CC(OC(=O)Cc1coc2ccc3ccccc3c12)C(=O)Nc1ncc(Cl)cc1Cl (stereo unspecified)	-7	3.3	-59	3	5	-13	-4	0.5	-14	0.7	1.8
33	O=C(OCC(=O)N1CCOCC1)c1ccccc1OCc1ccc(Cl)cc1	-7	2.5	26	7	14	-10	21	-0.5	-6	-3.9	2.9
34	COc1ccc(C(CCN2CCCCC2)c2c(O)cc(OC)cc2OC)cc1 (stereo unspecified)	-3	1.1	-12	-23	-3	-1	7	-0.7	4	-1.3	0.0
35	CCOCC(=O)Nc1cc(C(=O)Nc2cccc(C)c2C)ccc1Cl	-16	0.5	0	-22	7	-8	1	0.8	-14	-0.1	1.5
36	COc1ccc(C(=O)NC(C)c2ccc(-n3ccnc3)cc2)cc1[N+](=O)[O-] (stereo unspecified)	-13	0.6	10	1	-5	-2	0	1.1	-10	-0.1	0.1

Following part.
#	canonical_smiles	HTR5A inv ag	phage Ecoli inh	PfHsp90 yeast 2	Mot1-301 SUMO	Tat transport	PKA-R1A activ	OPRM1-OPRD1 inv	E coli growth	PKA-R2B activ	OPRM1-OPRD1 ag	AddAB inh
37	C[C@@]12C(=O)N(c3ccc(Br)cc3)C(=O)N1[C@@H]1c3ccccc3OC[C@@H]1[C@H]2c1ccccc1	16	1.8	-24	20	-1	-7	0	1.6	0	0.1	3.4
38	CCC(=O)n1nc(-c2ccccc2)nc1NCc1ccccc1	4	2.3	-28	-23	0	2	-9	1.4	0	1.9	1.3
39	O=C(NCc1ccco1)c1ccccc1-c1ccc(C(F)(F)F)cc1	-20	3.7	2	10	-8	-7	-4	-4.3	-3	0.6	-2.0
40	O=C(NCCCO)C(=O)NCCc1ccc(Cl)cc1	1	4.4	17	17	-5	3	6	-0.5	-9	-1.1	0.6
41	Cc1ccc(NC(=O)COc2ccccc2C(=O)NCc2ccccc2)cc1	-8	2.7	-7	-3	12	7	-5	-0.7	1	1.4	1.3
42	Cc1c(NC(=O)C(C)Sc2ccccc2)c(=O)n(-c2ccccc2)n1C (stereo unspecified)	-9	2.9	.	20	-7	2	18	-1.6	5	-3.6	0.6
43	COc1ccc(CN2CCS(=O)(=O)CC2)cc1OC	-14	1.7	19	97	-13	3	-2	0.4	10	0.4	4.4
44	O=C1OC(c2ccc(F)cc2)=C/C1=C\c1ccc(O)cc1	-5	-2.2	0	-4	-1	7	6	-1.7	-2	-1.3	-0.3
45	Nc1ccc(-c2ccc(N)c(C(=O)O)c2)cc1C(=O)O	17	2.1	-7	-37	-12	-12	13	0.1	6	-2.5	0.8
46	COc1ccc(C2N(C(=O)c3ccccc3)CCN2C(=O)c2ccc(C)cc2)cc1 (stereo unspecified)	2	3.1	-1	-27	-14	1	-4	0.4	8	0.7	4.5
47	Cc1cc(C(=O)N/N=C/c2ccc(O)c([N+](=O)[O-])c2)n[nH]1	15	2.8	2	-4	1	0	26	0.2	6	-5.2	0.2
48	Cc1nc2ccccc2cc1C(=O)N/N=C/c1ccc([N+](=O)[O-])cc1	3	4.1	-13	-9	3	-4	-14	-0.2	-5	2.6	7.6

Quoted from the results shown, 10 compounds:
#	canonical_smiles	HTR5A inv ag	phage Ecoli inh	PfHsp90 yeast 2	Mot1-301 SUMO	Tat transport	PKA-R1A activ	OPRM1-OPRD1 inv	E coli growth	PKA-R2B activ	OPRM1-OPRD1 ag	AddAB inh
36	COc1ccc(C(=O)NC(C)c2ccc(-n3ccnc3)cc2)cc1[N+](=O)[O-] (stereo unspecified)	-13	0.6	10	1	-5	-2	0	1.1	-10	-0.1	0.1
37	C[C@@]12C(=O)N(c3ccc(Br)cc3)C(=O)N1[C@@H]1c3ccccc3OC[C@@H]1[C@H]2c1ccccc1	16	1.8	-24	20	-1	-7	0	1.6	0	0.1	3.4
38	CCC(=O)n1nc(-c2ccccc2)nc1NCc1ccccc1	4	2.3	-28	-23	0	2	-9	1.4	0	1.9	1.3
39	O=C(NCc1ccco1)c1ccccc1-c1ccc(C(F)(F)F)cc1	-20	3.7	2	10	-8	-7	-4	-4.3	-3	0.6	-2.0
40	O=C(NCCCO)C(=O)NCCc1ccc(Cl)cc1	1	4.4	17	17	-5	3	6	-0.5	-9	-1.1	0.6
41	Cc1ccc(NC(=O)COc2ccccc2C(=O)NCc2ccccc2)cc1	-8	2.7	-7	-3	12	7	-5	-0.7	1	1.4	1.3
42	Cc1c(NC(=O)C(C)Sc2ccccc2)c(=O)n(-c2ccccc2)n1C (stereo unspecified)	-9	2.9	.	20	-7	2	18	-1.6	5	-3.6	0.6
43	COc1ccc(CN2CCS(=O)(=O)CC2)cc1OC	-14	1.7	19	97	-13	3	-2	0.4	10	0.4	4.4
44	O=C1OC(c2ccc(F)cc2)=C/C1=C\c1ccc(O)cc1	-5	-2.2	0	-4	-1	7	6	-1.7	-2	-1.3	-0.3
45	Nc1ccc(-c2ccc(N)c(C(=O)O)c2)cc1C(=O)O	17	2.1	-7	-37	-12	-12	13	0.1	6	-2.5	0.8

Bioassay records from PubChem BioAssay.
